Bioassay records as filed in PubChem.
CCHF vOTU inh = CCHFV vOTU protease inhibitors, primary screen, biochemical, Pep-AMC substrate, fluorescence; inhibition, % at 11.5 µM; AID 651958, 2012; hit rate 0.55% among 370,000; in the data active means inhibition above about 30%; further: 0% = vehicle wells with enzyme and 100% = no enzyme wells
DUSP3 inh = VHR1 phosphatase inhibitors, primary screen, biochemical, absorbance, uHTS; Dual specificity protein phosphatase 3 (Homo sapiens), P51452; recombinant VHR phosphatase, pNPP absorbance; inhibition, % at 13.3 µM; hit rate 0.52% among 290,000; AID 1654, 2009; in the data active means inhibition above about 50%; further: some compounds called inactive have numbers as strong as hits
Target sequence (P51452 whole entry, looked up): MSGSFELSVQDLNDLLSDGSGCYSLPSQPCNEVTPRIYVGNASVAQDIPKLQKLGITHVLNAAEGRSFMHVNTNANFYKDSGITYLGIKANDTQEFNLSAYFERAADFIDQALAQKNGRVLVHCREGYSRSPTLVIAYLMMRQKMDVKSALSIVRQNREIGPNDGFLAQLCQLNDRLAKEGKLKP
SARS 3CLpro inh = SARS-CoV 3CLpro protease inhibitors, primary screen, biochemical, quenched FRET; hit rate 0.14% among 290,000; recombinant SARS-CoV 3CLpro, quenched FRET peptide cleavage; inhibition, % at 6 µM; AID 1706, 2009; in the data active means inhibition above about 12%
Anthrax LF inh2 = Bacillus anthracis LF protease inhibitors, primary screen, biochemical, multiplex microsphere, MLPCN library; multiplex microsphere protease cleavage assay; inhibition, % at 10 µM; AID 588501, 2011; hit rate 0.12% among 360,000; Lethal factor (Bacillus anthracis), P15917; further: plate controls were buffer without enzyme for full effect and enzyme alone for no effect
Target sequence (P15917 whole entry, looked up): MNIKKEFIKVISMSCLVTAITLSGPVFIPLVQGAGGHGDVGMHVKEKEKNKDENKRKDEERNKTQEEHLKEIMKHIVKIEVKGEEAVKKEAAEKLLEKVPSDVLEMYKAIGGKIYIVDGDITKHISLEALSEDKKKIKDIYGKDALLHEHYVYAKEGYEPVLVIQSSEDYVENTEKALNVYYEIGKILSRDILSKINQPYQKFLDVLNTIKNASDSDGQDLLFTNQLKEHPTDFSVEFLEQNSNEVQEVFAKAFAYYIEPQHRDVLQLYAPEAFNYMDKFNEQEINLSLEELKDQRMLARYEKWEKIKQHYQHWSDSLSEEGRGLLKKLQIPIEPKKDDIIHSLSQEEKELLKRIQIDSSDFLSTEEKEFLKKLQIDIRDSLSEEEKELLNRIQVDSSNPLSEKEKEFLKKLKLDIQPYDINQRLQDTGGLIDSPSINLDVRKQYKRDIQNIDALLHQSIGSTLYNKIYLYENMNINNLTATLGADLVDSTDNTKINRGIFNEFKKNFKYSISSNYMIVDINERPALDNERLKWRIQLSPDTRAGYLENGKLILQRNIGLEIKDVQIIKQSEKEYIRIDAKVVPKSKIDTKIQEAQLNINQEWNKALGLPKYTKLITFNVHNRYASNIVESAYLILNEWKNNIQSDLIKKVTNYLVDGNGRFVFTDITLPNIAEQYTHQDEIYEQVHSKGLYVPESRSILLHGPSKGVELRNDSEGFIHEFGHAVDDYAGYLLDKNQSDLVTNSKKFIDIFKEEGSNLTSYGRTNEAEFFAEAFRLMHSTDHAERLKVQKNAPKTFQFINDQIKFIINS
TcdB GH inh = TcdB glycohydrolase inhibitors, primary screen, biochemical, single point, plate reader | Toxin B (Clostridioides difficile), P18177 | TcdB glycohydrolase enzymatic assay | inhibition, % at 9.99 µM | hit rate 0.24% among 350,000 | AID 652162, 2013; in the data active means inhibition above about 10%
Yp Topo-I inh = Yersinia pestis topoisomerase I inhibitors, primary screen, biochemical, cleavage product accumulation, plate reader, single point; DNA topoisomerase I (Yersinia pestis CO92); Y. pestis Topo-I cleavage product accumulation; activity, % at 10 µM; hit rate 0.064% among 360,000; in the data active means activity above about 50%, passing the limit was not always enough; inconclusive means no clear call, values can overlap the other calls; further: inactives centre near 2
PfHsp40 yeast = rescue of yeast from PfHsp40 toxicity, primary screen, S. cerevisiae, ATP luminescence; S. cerevisiae expressing PfHsp40, growth rescue; growth rescue, % at 12.5 µM; hit rate 0.68% among 340,000; in the data active means growth rescue above about 28%, passing the limit was not always enough; inconclusive means no clear call, values can overlap the other calls;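 further: yeast W303a lacking pdr1 and pdr3 grown in galactose medium; growth measured after three days at 30 °C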
BH1578 lux ind = inducers of Vibrio cholerae quorum light production without autoinducers, primary screen, BH1578 luxS cqsA deficient, single point. V. cholerae BH1578 lux reporter, luminescence, 6 h. activation, % at 18.7 µM. hit rate 0.16% among 350,000. AID 588436, 2011; in the data active means activation mostly above about 9.7%, no sharp cut-off; inconclusive means no clear call, values can overlap the other calls; inactive means mostly below about 3.7%; further: not every result past the cut was called active; inactives centre near 0; reference of the scale not given here
SSB-PriA inh = inhibitors of Klebsiella pneumoniae PriA binding to SSB C-terminal tail, primary screen, biochemical, AlphaScreen | inhibition, % at 33 µM | AID 1272365, 2023 | AlphaScreen SSBct-PriA binding, biotinylated peptide | hit rate 0.6% among 430,000; in the data active means inhibition mostly above about 37%, no sharp cut-off; inactive means mostly below about 20%;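 further: plate controls were negative control peptide for no effect and reference peptide for full effect; strong numbers were not always called active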
BoNT-A LC inh2 = BoNT/A light chain protease inhibitors, primary screen, biochemical, flow cytometry, MLPCN library; inhibition, % at 10 µM; Botulinum neurotoxin type A light chain protease (Clostridium botulinum A str. ATCC 3502); multiplex microsphere protease substrate cleavage; hit rate 0.17% among 360,000; further: plate controls were buffer without enzyme for full effect and enzyme alone for no effect
* marks the source's active call; other numbers are inactive results; i = inactive; ? = inconclusive; . = not tested or not shown; & = joins results of further samples. Unless noted, no stated cut-off is given here; in the data, active means inhibition above about 30%; inconclusive means no clear call, values can overlap the other calls; inactive means below that. Some of the compounds tested, so the mix of outcomes need not match the whole.

SMILES | CCHF vOTU inh | DUSP3 inh | SARS 3CLpro inh | Anthrax LF inh2 | TcdB GH inh | Yp Topo-I inh | PfHsp40 yeast | BH1578 lux ind | SSB-PriA inh | BoNT-A LC inh2
CCCC(=O)Oc1ccc(N(C(=O)CCC)S(=O)(=O)c2cccs2)cc1 | 17.6 | 16.9 | 4.0 | -4.3 | 0.7 | 33.3 | -0.4 | -1.1 | -10.2 | -0.6
COC(=O)c1cc(CNC(=O)c2cccc(Cl)c2Cl)ccc1OC | -5.3 | 5.4 | 3.0 | . | 1.6 | . | . | . | . | .
Cn1c(/C(C#N)=C(\O)c2ccccc2Cl)nc2ccccc21 | 5.1 | . | . | -3.2 | 1.4 | -1.8 | 0.3 | -0.6 | -12.2 | -0.5
Cc1cccc(OCCCn2c(=O)sc3ccccc32)c1 | 5.8 | 24.2 | 0.6 | -2.0 | . | 25.1 | 2.8 | i | -67.7 | 0.5
COc1cc(C(=O)OCC(=O)c2cc(C)n(C)c2C)cc(NC(=O)c2ccco2)c1OC | -7.2 | 11.3 | -0.5 | -0.1 | . | 10.7 | -0.2 | 1.8 | -11.4 | 0.1
Cc1ccc(C2=N/C(=C/N3CCOCC3)C(=O)O2)cc1 | 9.6 | 9.7 | -5.5 | -1.7 | . | -2.6 | 0.2 | 3.8 | -1.6 | -0.8
CNc1cc(CS(=O)c2ccccc2)nc(-c2ccccc2)n1 (configuration not stated) | 6.9 | 35.6 | 4.9 | -5.6 | . | 3.9 | -1.2 | -0.5 | -0.2 | -1.3
CCOc1ccc(-c2nc(C#N)c(N3CCN(Cc4ccccc4)CC3)o2)cc1 | -2.0 | 29.4 | -4.0 | -11.5 | 1.7 | 35.9 | -0.8 | . | 23.6 | -1.5
O=C(O)c1cccc(S(=O)(=O)NNc2ccccc2C(F)(F)F)c1 | 18.3 | 18.5 | 3.7 | 0.5 | 0.4 | 4.8 | 0.5 | -0.3 | -2.4 | -0.8
O=C(Nc1ccc2c(c1)OCCO2)C1CCN(C(=O)c2ccc(Br)cc2)CC1 | -3.8 | 25.4 | -4.2 | -9.0 | . | 4.8 | -0.4 | -0.4 | -13.4 | -4.5
Cc1cc(C)cc(NC(=O)CCc2ccc(C)o2)c1 | -0.4 | 12.5 | 0.0 | -4.7 | -0.1 | 12.6 | 1.1 | i | 3.9 | 2.7
Cc1cccc(C(=O)Nc2ccccc2C(=O)OCC(=O)Nc2ccc(C#N)cc2)c1 | 4.4 | -1.8 | 0.8 | -2.8 | 0.7 | -8.5 | 1.6 | i | -8.1 | -0.4
O=C(COc1ccccc1)Nc1nc2cc3c(cc2s1)OCCO3 | 2.7 | 27.9 | -1.9 | -4.0 | 0.9 | 20.7 | 0.5 | i | -15.8 | 1.6
Cc1cc(NC(=O)C2CC(=O)N(c3cccc(Cl)c3)C2)no1 (configuration not stated) | 3.0 | 33.9 | -3.1 | -1.7 | 2.1 | -7.4 | -1.5 | -0.2 | -0.3 | 1.3
Cc1ccc(S(=O)(=O)N(C)C)cc1NC(=O)COC(=O)CCC1CCCC1 | 4.2 | . | . | -0.8 | 1.0 | 1.5 | -0.4 | -7.1 | -8.6 | -3.9
Cc1ccc(C)c(NC(=O)COc2cccc3c2CCN(Cc2ccccc2C)C3=O)c1 | 4.8 | -6.1 | -0.7 | -1.4 | . | -6.1 | 1.5 | i | -11.3 | 0.0
OCc1nc2ccccc2n1CCCCOc1ccccc1 | 4.7 | . | . | 9.7 | 3.3 | 16.7 | 0.4 | -0.5 | -13.1 | 0.3
Cn1nc(C(C)(C)C)c([N+](=O)[O-])c1C(=O)N1CCOCC1 | 12.6 | -0.7 | 3.1 | -1.0 | 0.4 | -1.5 | 0.9 | -5.8 | 14.3 | -1.7
O=C(CSc1nccc(-c2cccs2)n1)Nc1ccc(Cl)cc1 | -6.9 | 10.1 | -1.5 | -15.6 | -0.4 | 9.3 | 13.1 | i | -6.0 | ?
CC1CCCCC1N1CN=C(Nc2nc3ccccc3s2)NC1 (configuration not stated) | -2.4 | 23.7 | -6.3 | -0.7 | . | -0.7 | -0.8 | i | -8.2 | -2.0
C/C=C(/C)C(=O)O[C@@H]1[C@H](OC(=O)C=C(C)C)c2c(ccc3ccc(=O)oc23)OC1(C)C | 24.9 | -3.0 | -3.2 | -6.4 | -0.8 | 20.6 | -0.6 | i | -8.8 | -0.7
O=C(NC1CCCCC1)C(=S)N1CCOCC1 | 1.4 | 21.5 | 3.4 | -5.2 | -1.4 | -2.4 | -0.4 | -0.3 | -15.3 | -1.3
CC(Oc1ccccc1)C(=O)N1CCN=C1SCc1ccccc1 (configuration not stated) | -10.4 | 18.8 | -2.6 | -8.6 | 0.3 | -11.6 | 0.3 | i | -22.4 | -0.2
CS(=O)(=O)N(CC(=O)NCc1ccc2c(c1)OCO2)Cc1ccc(Cl)cc1 | 9.2 | -18.3 | 2.0 | -0.2 | . | -2.5 | 1.3 | 0.0 | -4.4 | 0.3
CCCCNC(=O)c1cc([N+](=O)[O-])[nH]n1 | -5.1 | -6.7 | 4.4 | -2.1 | . | 0.7 | -0.6 | -0.5 | -10.1 | -1.3
O=C(CN1CCCCC1)NC1CCc2cc3c(cc21)CCC3 (configuration not stated) | -10.8 | . | . | 2.1 | 0.1 | 1.8 | -0.2 | 0.6 | -5.0 | -3.5
CCSc1nnc(C)n1-c1ccc(C(=O)O)cc1 | 4.2 | 17.5 | -3.0 | -1.6 | . | -0.7 | -1.1 | -0.4 | 8.8 | 0.1
COc1ccc(NC(=O)CSCC(=O)N2CCN(C(=O)c3ccco3)CC2)cc1 | 2.8 | . | . | -6.5 | 4.4 | 2.4 | -0.8 | i | -9.7 | 0.1
CCOc1ccccc1NC(=O)C(NCC1CCCCC1)c1ccccc1 (configuration not stated) | 8.6 | 14.7 | 5.7 | -6.4 | -0.5 | 46.4 | -1.3 | i | 2.4 | -1.1
COc1ccc2sc(NC(=O)CC(C)C)nc2c1 | 1.1 | -8.9 | -2.3 | -0.7 | . | 1.4 | 0.0 | -0.2 | 2.1 | -0.2
O=C(CN1C(=O)c2cccc3cccc(c23)C1=O)NCCCO | -20.5 | -36.5 | -1.9 | -3.0 | -0.4 | 5.2 | -0.5 | i | -6.0&-0.9 | -4.6
O=C(O)c1nccnc1C(=O)Nc1ccccc1N1CCOCC1 | 3.3 | 10.1 | -4.2 | 14.5 | -1.5 | -2.5 | 0.8 | -0.4 | 11.7 | -0.8
CCOC(=O)N1CCN(S(=O)(=O)c2ccc(F)c(C(=O)Nc3cccc(Cl)c3C)c2)CC1 | -7.0 | 22.9 | -2.2 | -4.1 | . | -10.6 | -0.2 | 0.6 | -5.2 | -0.6
O=C(c1cc(-c2ccc(O)cc2)on1)N1CCCCCC1 | 0.7 | 15.3 | -1.7 | -12.2 | -3.4 | -2.3 | 0.3 | i | -12.6 | -2.4
O=C(COC(=O)/C=C/c1ccc(OC(F)F)cc1)Nc1cccc(S(=O)(=O)N2CCCC2)c1 | 1.6 | . | . | -0.3 | 1.0 | 30.4 | 1.3 | i | 9.4 | 0.3
COC(=O)CCN(c1ccccc1)S(=O)(=O)c1ccc(OC)cc1 | 2.0 | 15.3 | -12.0 | 5.6 | . | 7.4 | 0.1 | i | -17.7 | -1.0
O=C(CCC1CCCCC1=O)c1ccccc1 (configuration not stated) | 0.0 | 25.0 | 0.4 | 2.2 | -0.5 | 3.2 | 0.4 | -0.2 | -4.2 | 0.3
CN(CC(=O)Nc1cccc(F)c1)C(=O)c1ccc(N2CCOCC2)c([N+](=O)[O-])c1 | -9.8 | 0.3 | -3.6 | 0.5 | 2.5 | -10.6 | 0.9 | 0.8 | -0.4 | -0.4
Cc1ccc(S(=O)(=O)N2C[C@H]3C(=O)C[C@@H](c4ccccc4)N(S(=O)(=O)c4ccccc4[N+](=O)[O-])[C@H]3C[C@H]2c2ccccc2)cc1 | 1.2 | . | . | -3.7 | 1.1 | . | . | . | . | -0.6
C[C@H]1Cn2cnc(C(=O)Nc3ccc(CNC(=O)OC(C)(C)C)cc3)c2C(=O)N1 | -3.9 | . | . | 3.6 | -0.4 | 6.2 | . | -0.5 | . | 0.0
COc1ccccc1NC(=O)CN1CCN(S(=O)(=O)c2ccc(Br)cc2)CC1 | -3.8 | 2.9 | -7.0 | -2.1 | . | -3.3 | -1.6 | i | -12.1 | -0.2
CCOC(=O)c1sc(=S)n(-c2ccc(C)cc2)c1SC | 17.5 | 9.9 | -1.8 | -5.7 | . | 11.1 | 0.3 | i | -9.0 | 1.4
COc1cc(/C=N/NC(=O)c2cc3ccccc3cc2O)ccc1OCCN1CCCCC1 | -3.0 | 2.1 | 0.7 | -2.4 | -0.6 | -17.1 | 7.8 | -0.3 | . | 5.3
CN1CCN(CCOC2c3ccccc3CSc3ccc(Cl)cc32)CC1 (configuration not stated) | 4.5 | -8.5 | -1.2 | -2.8 | . | -15.0 | 2.2 | -0.4 | 18.2 | 0.6
CCN(C(=O)CSc1nnc(C)c(=O)[nH]1)c1cccc2ccccc12 | -0.9 | . | . | -6.9 | 1.7 | -1.4 | -2.1 | i | -1.6 | 0.3
COc1ccccc1N(CC(=O)Nc1ccc(Cc2ccncc2)cc1)S(=O)(=O)c1ccccc1 | 14.0 | -14.9 | 2.3 | 16.2 | 1.7 | -3.8 | -1.0 | -0.5 | -2.5 | -2.8
COc1cc(O)cc2c1cc([N+](=O)[O-])c1c(C(=O)O)cc3c(c12)OCO3 | 1.4 | . | . | 0.4 | -0.1 | -2.7 | 0.5 | -0.4 | -1.5 | 0.3
CN(C)S(=O)(=O)c1ccc(C(=O)OCC(=O)c2ccc3c(c2)NC(=O)CO3)cc1 | 3.3 | -2.5 | -1.0 | -3.6 | 0.8 | 6.6 | 0.3 | -0.4 | 1.2 | 0.1
Cc1nn(CC(=O)NC(=O)NC2CCCCC2C)c(=O)c(C#N)c1C (configuration not stated) | 0.0 | . | . | -2.0 | 1.7 | 0.3 | . | i | -2.5 | 2.7

Five entries drawn at random from the list so far:
SMILES | CCHF vOTU inh | DUSP3 inh | SARS 3CLpro inh | Anthrax LF inh2 | TcdB GH inh | Yp Topo-I inh | PfHsp40 yeast | BH1578 lux ind | SSB-PriA inh | BoNT-A LC inh2
COc1ccccc1NC(=O)CN1CCN(S(=O)(=O)c2ccc(Br)cc2)CC1 | -3.8 | 2.9 | -7.0 | -2.1 | . | -3.3 | -1.6 | i | -12.1 | -0.2
COc1cc(/C=N/NC(=O)c2cc3ccccc3cc2O)ccc1OCCN1CCCCC1 | -3.0 | 2.1 | 0.7 | -2.4 | -0.6 | -17.1 | 7.8 | -0.3 | . | 5.3
CN1CCN(CCOC2c3ccccc3CSc3ccc(Cl)cc32)CC1 (configuration not stated) | 4.5 | -8.5 | -1.2 | -2.8 | . | -15.0 | 2.2 | -0.4 | 18.2 | 0.6
CCOC(=O)c1sc(=S)n(-c2ccc(C)cc2)c1SC | 17.5 | 9.9 | -1.8 | -5.7 | . | 11.1 | 0.3 | i | -9.0 | 1.4
CCN(C(=O)CSc1nnc(C)c(=O)[nH]1)c1cccc2ccccc12 | -0.9 | . | . | -6.9 | 1.7 | -1.4 | -2.1 | i | -1.6 | 0.3
